# Screening results: PubChem, several laboratories
# RGS8-Gao reg – regulators of human RGS8-Galphao interaction; multiplexed bead flow cytometry, RGS8-Galphao binding; actives lie on both sides; response (percent of control binding), % at 10 µM; actives 0.34% (n = 220,000); in the data active means response below about 60% or above about 140%; inactive means in between;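 further: Galphao activated as the GDP aluminium fluoride complex binding bead-coupled RGS8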
# Target sequence (P09471 whole entry, looked up): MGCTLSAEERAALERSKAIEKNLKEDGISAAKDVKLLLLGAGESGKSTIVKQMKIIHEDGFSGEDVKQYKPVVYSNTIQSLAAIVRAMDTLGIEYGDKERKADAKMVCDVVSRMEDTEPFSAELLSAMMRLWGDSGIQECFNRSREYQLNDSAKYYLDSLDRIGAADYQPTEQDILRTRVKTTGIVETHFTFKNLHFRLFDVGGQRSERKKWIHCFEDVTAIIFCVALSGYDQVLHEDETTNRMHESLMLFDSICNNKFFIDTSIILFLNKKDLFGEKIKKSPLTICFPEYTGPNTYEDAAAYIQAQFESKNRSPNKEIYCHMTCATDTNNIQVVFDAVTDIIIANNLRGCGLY
# Rac1 act GTP bind – human Rac1 activated mutant GTP binding change; AID 764; GST-Rac1 activated beads, fluorescent GTP binding, flow cytometry; actives lie on both sides; 100% means binding = to untreated wells; actives 0.11% (n = 190,000); P63000; percent activity (GTP binding), % at 10 µM;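 active means GTP binding at least 20 percentage points away from the 100% baseline, in either direction, so actives lie on both sides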
# HRas wt GTP – human HRas wildtype GTP binding, change in either direction | GST-Ras wt beads, Bodipy-FL-GTP binding, flow cytometry; actives lie on both sides | GTP binding activity, % at 10 µM | actives 0.14% (n = 190,000);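 active means GTP binding activity at least 20% away from the 100% baseline, either lowered as inhibitor or raised as activator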;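 further: 0% = unlabeled GTP competition control and 100% = no-compound control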
# Target sequence (P01112 whole entry, looked up): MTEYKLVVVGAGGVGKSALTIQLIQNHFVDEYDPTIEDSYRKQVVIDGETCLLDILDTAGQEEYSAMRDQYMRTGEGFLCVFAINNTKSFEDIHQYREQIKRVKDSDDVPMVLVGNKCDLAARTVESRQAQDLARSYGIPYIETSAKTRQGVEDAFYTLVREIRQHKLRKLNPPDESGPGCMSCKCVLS
# Mcl1 Noxa PPI – disrupts binding of human Mcl-1 to Noxa peptide | AID 1022 | Q07820 | actives 1.5% (n = 220,000) | inhibition, % at 21.7 µM | TR-FRET Mcl-1/Noxa peptide binding, 2 h;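 active means compounds that cut the protein-peptide binding signal by more than 50% relative to plate controls in a single-dose test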;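 further: His-tagged Mcl-1 with rhodamine Noxa BH3 peptide and terbium anti-His antibody; 0% = Mcl-1 plus Noxa peptide wells and 100% = peptide-only wells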
# Target sequence (Q07820 whole entry, looked up): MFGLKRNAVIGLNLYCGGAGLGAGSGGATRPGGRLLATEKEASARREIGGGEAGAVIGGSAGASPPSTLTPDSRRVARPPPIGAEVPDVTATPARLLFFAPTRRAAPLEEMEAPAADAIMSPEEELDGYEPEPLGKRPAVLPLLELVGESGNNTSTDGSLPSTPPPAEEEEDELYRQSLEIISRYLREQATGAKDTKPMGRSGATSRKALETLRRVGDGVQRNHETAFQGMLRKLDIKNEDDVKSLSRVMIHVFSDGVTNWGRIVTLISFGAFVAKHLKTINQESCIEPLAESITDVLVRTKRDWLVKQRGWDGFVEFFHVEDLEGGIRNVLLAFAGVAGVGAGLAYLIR
# Mcl1 Bid PPI – Mcl-1/Bid interaction inhibition | AID 1021 | actives 0.97% (n = 220,000) | TR-FRET Mcl-1/Bid-Dy647 peptide binding, 1536-well | inhibition, % at 21.7 µM | Q07820;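 active means compounds that cut the binding signal by more than half at the single screening dose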;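 further: His-tagged Mcl-1 with europium anti-His antibody binding Bid BH3 peptide; 0% = Mcl-1 plus peptide wells and 100% = peptide-only wells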
# Cdc42 wt – changes GTP binding to wildtype human Cdc42 | P60953 | GST-Cdc42 beads, Bodipy-GTP binding, flow cytometry; actives lie on both sides | percent activity (GTP binding), % at 10 µM | actives 0.2% (n = 190,000) | AID 761;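 active means percent activity GTP binding at least 20 points away from the 100% baseline, either down as inhibitor or up as activator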;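 further: median bead fluorescence of bound Bodipy-FL-GTP at 100 nM; 0% = excess unlabeled GTP control and 100% = no compound control; below 100% means less GTP binding so inhibitor and above means activator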
# Target sequence (P60953 whole entry, looked up): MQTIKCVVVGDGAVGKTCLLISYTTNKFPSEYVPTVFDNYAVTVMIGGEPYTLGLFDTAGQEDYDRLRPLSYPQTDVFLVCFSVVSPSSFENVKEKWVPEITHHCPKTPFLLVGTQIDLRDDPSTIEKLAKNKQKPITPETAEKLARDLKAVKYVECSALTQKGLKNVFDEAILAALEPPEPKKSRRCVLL
# Bim-Mcl-1 – disrupts Bim peptide binding to human Mcl-1; actives 0.1% (n = 190,000); AID 1009; inhibition, % at 10 µM; Bead-based flow cytometry, Bim peptide-Mcl-1 binding; in the data active means inhibition above about 40%;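 further: 0% = no compound tracer wells and 100% = peptide blocker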
# Pf gametocyte – P. falciparum stage V gametocyte viability inhibition. actives 0.065% (n = 150,000). P. falciparum stage V gametocytes, ATP luminescence, 24 h. AID 743093. inhibition, % at 10.9 µM;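 active means inhibition above the mean plus 3 SD of compounds within the control limits, set per campaign, cut at about 38% in these data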;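 further: 0% = DMSO wells and 100% = medium only without gametocytes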
# Rab7 wt GTP bind – alters GTP binding to wildtype dog Rab7; GST-Rab7 beads, fluorescent GTP binding, flow cytometry; actives lie on both sides; untreated = 100%, excess cold GTP = 0%; GTP binding activity (percent of control), % at 10 µM; actives 0.055% (n = 190,000);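 active means fluorescent GTP binding to Rab7 beads changed by at least 20 points from the 100% baseline, either direction, mostly lower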;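 further: median green fluorescence of bound Bodipy-FL-GTP per Rab7 bead population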
# Rac1 wt GTP bind – modulators of human Rac1 wildtype GTP binding | actives 0.27% (n = 190,000) | GTP binding activity (% of control), % at 10 µM | GST-Rac1 beads, fluorescent GTP binding, flow cytometry; actives lie on both sides; 0 = cold GTP competed, 100 = untreated | AID 757;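 active means GTP binding activity at least 20 points away from the 100% control level, either lower or higher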
# Rab2 wt GTP – changes GTP binding to wildtype dog Rab2A, up or down; P61105; GST-Rab2 wt beads, Bodipy-GTP binding, flow cytometry; GTP binding activity, % at 10 µM; actives 0.19% (n = 190,000);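 active means GTP binding activity at least 20 points away from 100%, either lowered or raised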;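 further: 0% = beads with excess unlabeled GTP and 100% = no-compound control corrected for plate trend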
# * hit, by the source's call; . = not tested or not shown. The order is random. About 2.9% of those tested had a hit in this group.
SMILES,RGS8-Gao reg,Rac1 act GTP bind,HRas wt GTP,Mcl1 Noxa PPI,Mcl1 Bid PPI,Cdc42 wt,Bim-Mcl-1,Pf gametocyte,Rab7 wt GTP bind,Rac1 wt GTP bind,Rab2 wt GTP
CC1CCCCC1NC(=O)C1CCN(C(=O)c2sccc2-n2cccc2)CC1 (stereo unspecified),122.0,96.0,97.0,-13.3,-22.8,98.0,2.0,.,98.0,99.0,97.0
O=C(Cn1ccc(C(F)(F)F)n1)N/N=C/c1ccc2c(c1)OCO2,104.0,101.0,101.0,4.7,-2.6,102.0,-5.0,-6.9,102.0,105.0,101.0
NC(=O)c1oc2ccccc2c1NC(=O)c1ccco1,100.5,100.0,100.0,4.7,-10.0,98.0,0.0,.,97.0,101.0,102.0
CCN1CCN(C(=O)c2ccc(OCC(=O)Nc3ccc(F)cc3)c(OC)c2)CC1,108.6,94.0,97.0,-0.8,-29.7,96.0,1.0,-5.3,93.0,94.0,96.0
COCCCNC(=O)c1c(N)n(/N=C/c2cccnc2)c2nc3ccccc3nc12,100.0,98.0,96.0,0.6,-2.5,94.0,1.0,-15.7,100.0,98.0,95.0
O=C(OC(C(=O)NCc1ccc2c(c1)OCO2)c1ccncc1)c1ccc(Cl)nc1 (stereo unspecified),104.2,98.0,101.0,1.9,-1.2,99.0,4.0,-18.4,99.0,102.0,98.0
CCOc1cc(/C=C2/C(=N)N3OC(C)=CC3=NC2=O)ccc1OCCOc1ccccc1,101.0,98.0,97.0,2.5,-21.4,94.0,-3.0,3.1,97.0,99.0,96.0
COc1cc(C(=O)Oc2ccccc2/C=N/NC(=O)c2ccc(Cl)cc2)cc(OC)c1OC,102.1,97.0,100.0,14.1,10.2,102.0,-2.0,-14.8,98.0,105.0,96.0
CC1(C)CC(=O)CC(C)(C)N1OC(=O)c1ccccn1,99.2,105.0,105.0,-7.8,-7.0,106.0,-5.0,.,105.0,108.0,104.0
Cc1cc(C)c(C#N)c(SCc2nnc(-c3ccccc3[N+](=O)[O-])o2)n1,101.5,96.0,96.0,16.1,-10.7,98.0,0.0,1.2,96.0,100.0,96.0
C=CCc1c(C)nc2c(OC)cccc2c1Cl,91.3,94.0,93.0,3.0,12.8,94.0,1.0,2.4,94.0,97.0,94.0
COCCNC(=O)C(c1ccccc1)N(CCOC)C(=O)Cn1nnc2ccccc21 (stereo unspecified),101.3,100.0,97.0,20.5,-2.8,102.0,-6.0,.,97.0,106.0,99.0
CCOC(=O)C1=C(c2ccccc2)N(C)C(=O)NC1c1ccc(OC(F)F)c(OC)c1 (stereo unspecified),99.7,100.0,103.0,7.7,-2.9,103.0,0.0,9.6,103.0,103.0,102.0
Cc1ccc(S(=O)(=O)N2CCN(C(=O)CC3CCCC3)CC2)cc1,102.6,98.0,99.0,11.6,-4.0,97.0,-4.0,.,103.0,99.0,97.0
COCCn1c(SCc2ccc(OC)c(F)c2)nc2ccccc2c1=O,99.2,92.0,94.0,3.8,-6.7,92.0,0.0,11.3,101.0,95.0,93.0
COc1cc(C)nc(N(C)C(C)=O)n1,97.2,99.0,101.0,5.3,-1.4,102.0,-2.0,-1.6,103.0,105.0,101.0
Cc1ccc(Cc2cnc(NC(=O)c3cccs3)s2)cc1,99.0,101.0,102.0,9.8,-8.2,104.0,-4.0,6.5,100.0,103.0,102.0
COc1cccc(-c2nc(CS(=O)(=O)CC(=O)NCCC(C)C)c(C)o2)c1,100.8,97.0,98.0,0.6,-9.9,101.0,-4.0,.,101.0,101.0,98.0
COc1ccc(/C=N/OCC(=O)Nc2ccc3c(c2)OCO3)c(OC)c1,86.5,93.0,92.0,4.0,-5.8,92.0,-3.0,.,94.0,94.0,92.0
CC1CCC/C(=C\Nc2ccc(O)cc2)C1=O (stereo unspecified),96.9,99.0,101.0,34.2,-162.6,100.0,0.0,10.2,96.0,101.0,98.0
O=C(/C=C/c1ccccc1)Nn1cnnc1,100.2,98.0,102.0,-3.4,-7.6,99.0,-2.0,-4.8,103.0,107.0,100.0
O=C(CCc1ccccc1)Nc1ccc(NC(=O)C2CCCCC2)nc1,105.2,93.0,91.0,-7.5,1.6,96.0,0.0,15.2,90.0,98.0,93.0
CC(C)OCCCNC(=O)c1ccc2c(c1)ncn2C1CCCC1,105.9,94.0,99.0,2.6,-9.9,100.0,-3.0,.,99.0,99.0,99.0
CCSCc1nnc(SCC(=O)Nc2nccs2)n1CC,102.8,98.0,97.0,-7.5,-20.5,94.0,-2.0,1.6,98.0,100.0,96.0
COc1ccc(-c2nc(CSCC(=O)NCC3CCCO3)c(C)o2)cc1OC (stereo unspecified),98.6,92.0,93.0,23.0,-10.8,94.0,-3.0,0.7,95.0,92.0,91.0
COc1ccc(C2C(C(=O)Nc3cccc(C)n3)c3ccccc3C(=O)N2C)cc1 (stereo unspecified),101.9,99.0,103.0,-4.8,5.9,102.0,0.0,.,100.0,109.0,102.0
CCOC(=O)C/C(C)=N/NC(=O)CNc1cccc(Cl)c1C,101.6,94.0,97.0,-9.8,-15.3,93.0,0.0,12.6,106.0,97.0,98.0
CCn1c(-c2cccn(Cc3ccc(Cl)cc3Cl)c2=O)n[nH]c1=S,95.1,94.0,96.0,24.6,-20.2,96.0,-7.0,-10.0,97.0,96.0,97.0
O=C(CSc1nnnn1-c1ccc(F)cc1)NC1CCCCC1,88.6,94.0,96.0,-7.2,11.4,95.0,-3.0,-0.1,98.0,93.0,96.0
N#C/C(=C(/O)COC(=O)c1ccccc1O)c1nc2ccccc2s1,96.8,84.0,89.0,33.6,-18.1,83.0,0.0,.,92.0,86.0,88.0
Cc1nc2ncnn2c(C)c1CCC(=O)NC(C)CCc1ccco1 (stereo unspecified),100.5,98.0,99.0,-11.8,-39.0,99.0,-3.0,3.4,97.0,100.0,99.0
Cc1ccc(-c2csc(NC(=O)COc3ccc(N(C)S(=O)(=O)c4ccc(C)cc4)cc3)n2)cc1,101.9,98.0,99.0,-8.6,-22.3,100.0,-2.0,13.1,98.0,103.0,99.0
Cc1cc(C)nc(NC(=O)c2ccc(OC(C)C)cc2)n1,99.0,96.0,98.0,7.8,-0.1,100.0,-1.0,.,94.0,100.0,97.0
COc1cccc(NC(=S)N2CCN(Cc3ccccc3)CC2)c1,102.1,102.0,104.0,1.5,-43.9,101.0,-3.0,17.6,104.0,105.0,101.0
O=C(NCCO)C1CCN(S(=O)(=O)c2ccc(F)cc2)CC1,103.2,95.0,97.0,24.6,25.6,97.0,0.0,.,97.0,97.0,95.0
COc1cc(/C=C2\SC(=O)NC2=O)ccc1Oc1cnccn1,102.2,92.0,95.0,10.8,-41.0,93.0,10.0,-9.0,102.0,96.0,96.0
CCCn1c(SCC(=O)NCCc2ccccc2)nnc1-c1ccccn1,99.8,97.0,99.0,9.1,-24.6,99.0,-1.0,.,97.0,97.0,96.0
Cc1cnc(NC(=O)c2cc3c(C)nn(-c4ccccc4)c3s2)s1,107.5,101.0,102.0,13.1,6.2,100.0,-2.0,.,102.0,104.0,98.0
C[C@H](NC(=O)c1ccccc1Cl)C(=O)OC(C(=O)Nc1cc(C(F)(F)F)ccc1Cl)c1ccccc1 (stereo partly specified),99.6,96.0,99.0,4.7,-10.6,97.0,0.0,-11.1,98.0,96.0,101.0
Cc1ccc(Cn2c(SCC(C)C)nc3c2c(=O)n(C)c(=O)n3C)cc1,100.9,97.0,98.0,2.6,-15.3,99.0,0.0,-23.3,99.0,105.0,98.0

# Filtered by structure: those above containing a furan ring, fused or not (two)
SMILES,RGS8-Gao reg,Rac1 act GTP bind,HRas wt GTP,Mcl1 Noxa PPI,Mcl1 Bid PPI,Cdc42 wt,Bim-Mcl-1,Pf gametocyte,Rab7 wt GTP bind,Rac1 wt GTP bind,Rab2 wt GTP
NC(=O)c1oc2ccccc2c1NC(=O)c1ccco1,100.5,100.0,100.0,4.7,-10.0,98.0,0.0,.,97.0,101.0,102.0
Cc1nc2ncnn2c(C)c1CCC(=O)NC(C)CCc1ccco1 (stereo unspecified),100.5,98.0,99.0,-11.8,-39.0,99.0,-3.0,3.4,97.0,100.0,99.0

# Remaining list, next part.
SMILES,RGS8-Gao reg,Rac1 act GTP bind,HRas wt GTP,Mcl1 Noxa PPI,Mcl1 Bid PPI,Cdc42 wt,Bim-Mcl-1,Pf gametocyte,Rab7 wt GTP bind,Rac1 wt GTP bind,Rab2 wt GTP
CC1CC(C)CN(c2ccc([N+](=O)[O-])nc2)C1 (stereo unspecified),104.5,96.0,97.0,-0.4,-67.0,95.0,1.0,-8.7,106.0,96.0,97.0
Cc1ccc(Cl)cc1N1CCN(C(=O)CN(C2CCCCC2)S(C)(=O)=O)CC1,102.3,100.0,101.0,-2.3,6.8,103.0,-3.0,.,98.0,104.0,99.0
O=C1OC(NC(=O)c2ccccc2)C(n2cc(CO)nn2)=C1Cl (stereo unspecified),97.6,97.0,99.0,38.7,7.0,99.0,-3.0,.,97.0,99.0,100.0
O=C(NCc1cccs1)c1ccc([N+](=O)[O-])cc1,100.1,100.0,102.0,21.6,-0.7,100.0,-4.0,-1.9,103.0,103.0,102.0
O=C(N1CCCCCC1)N1CCN(C(=O)N2CCOCC2)CC1,94.5,96.0,95.0,0.3,-21.0,99.0,0.0,18.1,91.0,93.0,96.0
COc1ccc(N2C(=O)CC(S/C(N)=N/N=C(\C)c3cccs3)C2=O)cc1 (stereo unspecified),100.3,94.0,97.0,-16.3,4.9,98.0,0.0,6.5,96.0,97.0,95.0
CCN(CC)CCOC(=O)c1ccc(NC(=O)CCNC(=O)Cn2ccc3ccccc3c2=O)cc1,96.3,102.0,105.0,0.6,3.7,106.0,0.0,-0.9,101.0,104.0,104.0
CN(Cc1ccccc1)C(=O)C1CCCN(Cc2ccc(Cl)cc2)C1 (stereo unspecified),109.2,99.0,99.0,11.3,15.5,100.0,-1.0,.,99.0,102.0,101.0
Cc1cccc(NC(=O)c2cn(-c3ccccc3)nc2-c2ccccc2)c1,104.4,104.0,101.0,-13.3,-2.2,100.0,-1.0,.,100.0,104.0,100.0
COC(=O)C1(C(=O)OC)NOC2C(=O)N(c3ccc(Cl)cc3Cl)C(=O)C21 (stereo unspecified),92.5,97.0,99.0,-9.8,-26.9,98.0,0.0,-8.0,97.0,100.0,98.0
CCCCS(=O)(=O)NC1=NCN(Cc2ccco2)CN1,102.8,102.0,99.0,16.6,-2.8,99.0,0.0,.,96.0,101.0,97.0
CCc1ccc(N/C(SCc2ccccc2C)=C(/C#N)C(=O)NCc2ccco2)cc1,98.1,100.0,103.0,18.2,-14.8,103.0,-3.0,17.7,99.0,101.0,101.0
Cc1ccc2ncc(NC(=O)c3ccc(F)cc3)c(=O)n2c1,93.7,100.0,97.0,14.3,0.2,98.0,0.0,.,94.0,104.0,99.0
Cc1[nH]nc2c1C(=O)CC(C)(C)C2,102.0,100.0,101.0,6.8,3.1,101.0,-2.0,1.1,98.0,108.0,101.0
